Assay outcomes deposited in PubChem by several laboratories.
Rv3671c inh: inhibitors of M. tuberculosis serine protease Rv3671c. actives 0.048% (n = 320,000). AID 2606. inhibition, % at 5.96 µM; in the data active = inhibition above about 38%;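 also: extracellular domain of Rv3671c used as enzyme; 0% = enzyme with DMSO and 100% = no enzyme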
Target sequence (P9WHR9 whole entry, looked up, the tested form may be a part): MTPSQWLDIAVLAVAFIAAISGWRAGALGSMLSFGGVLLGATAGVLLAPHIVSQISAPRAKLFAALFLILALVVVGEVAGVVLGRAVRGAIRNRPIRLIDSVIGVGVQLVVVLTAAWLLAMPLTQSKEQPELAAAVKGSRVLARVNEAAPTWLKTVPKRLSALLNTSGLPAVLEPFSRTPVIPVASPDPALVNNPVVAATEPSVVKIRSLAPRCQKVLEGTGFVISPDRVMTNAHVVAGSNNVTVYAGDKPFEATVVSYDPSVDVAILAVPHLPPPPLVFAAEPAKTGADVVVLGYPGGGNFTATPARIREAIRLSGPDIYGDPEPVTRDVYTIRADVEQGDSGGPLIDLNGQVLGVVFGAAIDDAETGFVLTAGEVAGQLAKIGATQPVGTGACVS
Mtb FBA inh: inhibits M. tuberculosis FBA enzyme; purified M. tuberculosis FBA, fluorescence read-out; inhibition, % at 1 µM; actives 2.3% (n = 360,000); in the data active = inhibition above about 27%;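 also: 0% = vehicle and 100% = reference inhibitor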
Mtb BioA inh: blocks M. tuberculosis BioA enzyme activity; purified M. tuberculosis BioA enzyme, plate reader; inhibition, % at 9.99 µM; actives 0.096% (n = 360,000); in the data active = inhibition above about 40%
DUSP3 inh: blocks human VHR1 dual specificity phosphatase. actives 0.52% (n = 290,000). recombinant VHR phosphatase, pNPP absorbance. inhibition, % at 13.3 µM. P51452; in the data active = inhibition above about 50%; also: some compounds called inactive have numbers as strong as hits
Target sequence (P51452 whole entry, looked up): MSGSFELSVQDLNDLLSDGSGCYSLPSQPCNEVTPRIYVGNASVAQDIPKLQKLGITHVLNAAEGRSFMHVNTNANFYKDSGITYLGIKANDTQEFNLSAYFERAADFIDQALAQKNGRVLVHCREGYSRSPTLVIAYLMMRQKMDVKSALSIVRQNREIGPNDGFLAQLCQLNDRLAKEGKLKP
Vc quorum ag: induces V. cholerae light production without autoinducers; AID 588436; actives 0.16% (n = 350,000); V. cholerae BH1578 lux reporter, luminescence, 6 h; activation, % at 18.7 µM; in the data active = activation mostly above about 9.7%, no sharp cut-off; also: not every result past the cut was called active; inactives centre near 0; reference of the scale not given here
SARS 3CLpro inh: SARS-CoV 3CLpro protease inhibition. P0C6X7. recombinant SARS-CoV 3CLpro, quenched FRET peptide cleavage. inhibition, % at 6 µM. actives 0.14% (n = 290,000); in the data active = inhibition above about 12%
Mtb UGM inh: Mtb UDP-galactopyranose mutase inhibition. actives 0.06% (n = 320,000). P9WIQ1. purified UGM, fluorescence polarization probe displacement. inhibition, % at 10 µM. AID 504406; in the data active = inhibition above about 10%, passing the limit was not always enough
Target sequence (P9WIQ1 whole entry, looked up): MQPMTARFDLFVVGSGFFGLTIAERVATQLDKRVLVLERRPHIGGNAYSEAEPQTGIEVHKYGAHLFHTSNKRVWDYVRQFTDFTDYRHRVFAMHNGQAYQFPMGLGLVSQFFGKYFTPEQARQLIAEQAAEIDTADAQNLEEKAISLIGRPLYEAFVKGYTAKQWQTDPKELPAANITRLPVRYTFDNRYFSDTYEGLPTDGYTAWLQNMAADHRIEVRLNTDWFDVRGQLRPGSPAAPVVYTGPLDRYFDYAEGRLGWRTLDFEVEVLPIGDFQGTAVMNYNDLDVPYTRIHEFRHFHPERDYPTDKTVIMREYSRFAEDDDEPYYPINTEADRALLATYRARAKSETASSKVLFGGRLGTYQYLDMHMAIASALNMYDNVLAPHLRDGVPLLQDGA
GDH-TPI counter: GDH-TPI coupled enzyme inhibition counter-screen; GDH-TPI coupled enzyme counterscreen, NADH absorbance; inhibition, % at 4.8 µM; actives 1.2% (n = 360,000); in the data active = inhibition above about 30%;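 also: 0% = DMSO wells and 100% = wells lacking the enzyme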
SSB-PriA inh: inhibitors of Klebsiella pneumoniae PriA binding to SSB C-terminal tail; AlphaScreen SSBct-PriA binding, biotinylated peptide; inhibition, % at 33 µM; actives 0.6% (n = 430,000); AID 1272365; in the data active = inhibition mostly above about 37%, no sharp cut-off; inactive = mostly below about 20%;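 also: plate controls were negative control peptide for no effect and reference peptide for full effect; strong numbers were not always called active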
MazEF act: MazEF (E. coli) toxin RNase activation; FAM/BHQ RNA-DNA oligo cleavage fluorescence, 5 h; activation, % at 20 µM; actives 0.32% (n = 350,000); AID 504720; in the data active = activation above about 50%
An asterisk follows results filed as active; & = joins results of further samples. This is a subset; count on the stated rates, not on these rows.

What do the screens show for `O=C(Nc1ncc(Cc2ccccc2)s1)C1COc2ccccc2O1` (configuration not stated)?
Rv3671c inh: -5.4; Mtb FBA inh: 5.3; Mtb BioA inh: -3.8; DUSP3 inh: 20.0; Vc quorum ag: inactive; SARS 3CLpro inh: 4.2; Mtb UGM inh: 1.1; GDH-TPI counter: 3.0; SSB-PriA inh: -16.6; MazEF act: -14.8

Results for Cn1c(CNS(=O)(=O)c2ccc(F)cc2)n[nH]c1=S ?
Rv3671c inh: 3.3; Mtb FBA inh: 2.1; Mtb BioA inh: -1.3; DUSP3 inh: 6.0; Vc quorum ag: -1.6; SARS 3CLpro inh: 2.5; Mtb UGM inh: 2.8; GDH-TPI counter: 3.1; SSB-PriA inh: -8.9; MazEF act: 7.3

How did Cc1ccc(NC(=O)CN2C(=O)N/C(=C\c3cccn3-c3cccc(C(=O)O)c3)C2=O)cc1 do in these assays?
Mtb FBA inh: 0.2; Mtb BioA inh: -0.5; DUSP3 inh: 16.7; Vc quorum ag: inactive; SARS 3CLpro inh: 4.8; GDH-TPI counter: 9.9; SSB-PriA inh: -6.1; MazEF act: -9.8

How did CC(C)CC(=O)Nc1cccc(C(C)O)c1 (configuration not stated) do in these assays?
Rv3671c inh: -2.5; DUSP3 inh: 6.0; SARS 3CLpro inh: -3.5; Mtb UGM inh: 0.4

Results for COc1ccccc1NC(=O)C(C)n1cnc2c(oc3nc4c(cc32)CCCC4)c1=O (configuration not stated) ?
Rv3671c inh: 2.3; Mtb FBA inh: 6.0; Mtb BioA inh: 1.6; DUSP3 inh: -14.6; Vc quorum ag: inactive; SARS 3CLpro inh: -0.1; Mtb UGM inh: -2.4; GDH-TPI counter: 13.6; SSB-PriA inh: -12.2; MazEF act: 3.3

How did CCC(C)(C(=O)NC1CCCCC1)N(C)C(=O)c1ccc2c(c1)OCO2 (configuration not stated) do in these assays?
Rv3671c inh: -1.6; Mtb FBA inh: 0.6; Mtb BioA inh: 0.9; DUSP3 inh: 9.9; Vc quorum ag: -0.4; SARS 3CLpro inh: 1.6; Mtb UGM inh: 2.7; GDH-TPI counter: 1.4; SSB-PriA inh: -9.7; MazEF act: 3.1

Results for COc1ccccc1OCC(=O)NCc1nc(-c2ccccc2)no1 ?
Rv3671c inh: 0.1; Mtb FBA inh: -0.8; Mtb BioA inh: -1.2; DUSP3 inh: -11.2; Vc quorum ag: inactive; SARS 3CLpro inh: 1.6; Mtb UGM inh: 1.9; GDH-TPI counter: 4.9; SSB-PriA inh: -7.8; MazEF act: 5.3

Results for Cc1cccc(NC(=O)CN2C(=S)NC(C)(C)CC2C)c1C (configuration not stated) ?
Rv3671c inh: -2.0; Mtb FBA inh: 2.8; Mtb BioA inh: 0.3; DUSP3 inh: -4.4; Vc quorum ag: -0.3; SARS 3CLpro inh: 0.7; Mtb UGM inh: -0.9; GDH-TPI counter: 2.5; SSB-PriA inh: -2.9; MazEF act: 6.8

What do the screens show for `O=c1nc2n(c3c1oc1ccccc13)Cc1ccccc1-2`?
Mtb BioA inh: 1.0; DUSP3 inh: 10.2; Vc quorum ag: 8.3; SARS 3CLpro inh: -1.0

Results for O=C(Cc1ccc(-n2cccc2)cc1)NC1CCCCC1 ?
Rv3671c inh: -2.2; Mtb FBA inh: 1.1; Mtb BioA inh: 0.0; DUSP3 inh: -2.4; Vc quorum ag: 14.6; SARS 3CLpro inh: 0.5; Mtb UGM inh: -2.4; GDH-TPI counter: 4.3; SSB-PriA inh: 18.0; MazEF act: 10.1

How did Nc1ccccc1SC1CC(=O)N(c2ccc3c(c2)OCCO3)C1=O (configuration not stated) do in these assays?
Rv3671c inh: 4.7; Mtb FBA inh: 1.6; DUSP3 inh: 21.3; Vc quorum ag: -0.3; SARS 3CLpro inh: -0.7; Mtb UGM inh: 1.1; GDH-TPI counter: 2.4; SSB-PriA inh: -9.6; MazEF act: 3.4

Results for Cc1ccc(-n2nnnc2CNC(=O)c2ccc(Br)o2)cc1C ?
Rv3671c inh: -10.5; Mtb FBA inh: -5.4; Mtb BioA inh: 0.7; DUSP3 inh: 10.4; Vc quorum ag: 0.9; SARS 3CLpro inh: -2.1; Mtb UGM inh: 1.9; GDH-TPI counter: 7.4; SSB-PriA inh: -5.9; MazEF act: 5.1

Results for COc1ccc(Cn2nnnc2C(c2ccccc2OC)N2CCC(C(N)=O)CC2)cc1 (configuration not stated) ?
Rv3671c inh: -3.1; Mtb FBA inh: 1.6; Mtb BioA inh: 1.1; DUSP3 inh: 3.5; Vc quorum ag: inactive; SARS 3CLpro inh: -1.2; Mtb UGM inh: -0.2; GDH-TPI counter: 7.8; SSB-PriA inh: -8.3; MazEF act: 11.2

Results for CCc1nc2c(OCCn3cccc3)cccn2c1N(C)C(=O)CC(C)C ?
Mtb FBA inh: 1.8; Mtb BioA inh: -0.1; Vc quorum ag: -0.6; GDH-TPI counter: 9.3

Results for COC(=O)C(CC(=O)Nc1cc(C)ccc1C)Nc1ccccc1OC (configuration not stated) ?
Rv3671c inh: 6.7; Mtb FBA inh: -2.5; Mtb BioA inh: 0.0; DUSP3 inh: 22.4; Vc quorum ag: -4.5; SARS 3CLpro inh: -2.0; Mtb UGM inh: -1.8; GDH-TPI counter: -5.0; SSB-PriA inh: -13.7; MazEF act: -14.2

How did CCC(c1nnnn1Cc1ccco1)N1CCC(C(N)=O)CC1 (configuration not stated) do in these assays?
Rv3671c inh: -4.6; Mtb FBA inh: -2.8; Mtb BioA inh: -0.9; DUSP3 inh: 18.8; Vc quorum ag: inactive; SARS 3CLpro inh: -2.9; Mtb UGM inh: 0.6; GDH-TPI counter: -6.2; SSB-PriA inh: -2.5; MazEF act: -5.7

What do the screens show for `COc1cccc(C2c3[nH]c4ccccc4c3CCN2Cc2cccc(C)n2)c1` (configuration not stated)?
Rv3671c inh: -0.5; Mtb FBA inh: 10.9; DUSP3 inh: 39.8; Vc quorum ag: 0.1; SARS 3CLpro inh: 5.6; Mtb UGM inh: -0.9; GDH-TPI counter: 0.7; SSB-PriA inh: 8.1; MazEF act: -1.2

Results for Cc1ccc(C)c(S(=O)(=O)N2CCN(C(=O)Cc3ccccc3)CC2)c1 ?
Rv3671c inh: -1.5; Mtb FBA inh: 0.8; Mtb BioA inh: -1.2; Vc quorum ag: inactive; Mtb UGM inh: 4.6; GDH-TPI counter: 7.7; SSB-PriA inh: 1.8; MazEF act: 2.9

What do the screens show for `CN(CC(=O)Nc1cccc(F)c1)C(=O)CNC(=O)Cc1cccc2ccccc12`?
Mtb FBA inh: -1.7; Mtb BioA inh: 0.0; Vc quorum ag: 5.6; GDH-TPI counter: 1.4; SSB-PriA inh: -7.4; MazEF act: 2.7

Results for NC(=O)[C@@H]1CCCN1Cc1c(C(=O)N2CCN(C3CCCCC3)CC2)nc2ccccn12 ?
Rv3671c inh: -22.4; Mtb FBA inh: 7.2; Mtb BioA inh: -0.5; DUSP3 inh: 18.8; Vc quorum ag: inactive; SARS 3CLpro inh: 1.8; Mtb UGM inh: 3.9; GDH-TPI counter: -9.5; SSB-PriA inh: -13.4; MazEF act: 2.3

Results for Cn1cccc1-c1cc(C(=O)N/N=C/c2cc(Br)ccc2O)[nH]n1 ?
Rv3671c inh: 4.0; Mtb FBA inh: 3.1; Mtb BioA inh: -2.2; DUSP3 inh: 38.4; Vc quorum ag: -0.3; SARS 3CLpro inh: 6.0; Mtb UGM inh: 0.9; GDH-TPI counter: 1.1; MazEF act: 15.8

How did Nc1nc(SCn2nnc3ccccc3c2=O)n[nH]1 do in these assays?
Rv3671c inh: -4.0; Mtb FBA inh: -1.2; Mtb BioA inh: 0.5; DUSP3 inh: 15.1; Vc quorum ag: -0.2; SARS 3CLpro inh: -8.0; Mtb UGM inh: 0.4; GDH-TPI counter: -0.3; SSB-PriA inh: -16.1; MazEF act: 5.3

What do the screens show for `CSC1=N/C(=C\c2ccc(C)cc2)C(=O)S1`?
Rv3671c inh: -0.9; Mtb FBA inh: -1.1; Mtb BioA inh: -0.3; DUSP3 inh: 17.3; Vc quorum ag: 0.7; SARS 3CLpro inh: -0.1; Mtb UGM inh: 1.0; GDH-TPI counter: 3.0; SSB-PriA inh: -1.9; MazEF act: -4.6

What do the screens show for `CCN(CC(=O)Nc1ccc(N2CCOCC2)cc1)C(=O)c1ccc(C(F)(F)F)cc1`?
Rv3671c inh: 2.2; Mtb FBA inh: 1.3; DUSP3 inh: 1.1; Vc quorum ag: -0.4; SARS 3CLpro inh: 0.5; Mtb UGM inh: -2.5; GDH-TPI counter: 1.2; SSB-PriA inh: -1.2; MazEF act: -9.4

Next part, starting with the last three of the part before.
How did Nc1nc(SCn2nnc3ccccc3c2=O)n[nH]1 do in these assays?
Rv3671c inh: -4.0; Mtb FBA inh: -1.2; Mtb BioA inh: 0.5; DUSP3 inh: 15.1; Vc quorum ag: -0.2; SARS 3CLpro inh: -8.0; Mtb UGM inh: 0.4; GDH-TPI counter: -0.3; SSB-PriA inh: -16.1; MazEF act: 5.3

What do the screens show for `CSC1=N/C(=C\c2ccc(C)cc2)C(=O)S1`?
Rv3671c inh: -0.9; Mtb FBA inh: -1.1; Mtb BioA inh: -0.3; DUSP3 inh: 17.3; Vc quorum ag: 0.7; SARS 3CLpro inh: -0.1; Mtb UGM inh: 1.0; GDH-TPI counter: 3.0; SSB-PriA inh: -1.9; MazEF act: -4.6

What do the screens show for `CCN(CC(=O)Nc1ccc(N2CCOCC2)cc1)C(=O)c1ccc(C(F)(F)F)cc1`?
Rv3671c inh: 2.2; Mtb FBA inh: 1.3; DUSP3 inh: 1.1; Vc quorum ag: -0.4; SARS 3CLpro inh: 0.5; Mtb UGM inh: -2.5; GDH-TPI counter: 1.2; SSB-PriA inh: -1.2; MazEF act: -9.4

How did COc1ccccc1OCC(=O)NNC(=O)CSC(=S)N1CCCC1 do in these assays?
Rv3671c inh: -5.2; Mtb FBA inh: -1.2; Mtb BioA inh: 0.7; Vc quorum ag: -0.3; Mtb UGM inh: -1.1; GDH-TPI counter: -5.7; SSB-PriA inh: 1.7; MazEF act: 0.1

Results for CC1CCN(C(=O)CSc2nc3ccccc3s2)CC1 ?
Rv3671c inh: -17.9; Mtb FBA inh: -1.8; Mtb BioA inh: 3.8; DUSP3 inh: 1.6; Vc quorum ag: 5.3; SARS 3CLpro inh: 2.2; Mtb UGM inh: 1.4; GDH-TPI counter: 2.5; SSB-PriA inh: -6.3; MazEF act: -6.7

What do the screens show for `O=C(NN1C(=O)c2ccccc2NC12CCCCC2)c1ccccc1`?
Rv3671c inh: -2.1; Mtb FBA inh: 5.6; Mtb BioA inh: -0.3; DUSP3 inh: 7.6; Vc quorum ag: -0.4; SARS 3CLpro inh: 1.9; Mtb UGM inh: 1.1; GDH-TPI counter: -5.4; SSB-PriA inh: -3.5; MazEF act: 1.2

Results for COc1ccc(NC(=O)CN(C)C2CCCCC2)cc1Cl ?
Rv3671c inh: 4.4; Mtb FBA inh: -2.5; DUSP3 inh: 13.1; Vc quorum ag: 2.6; SARS 3CLpro inh: -0.4; Mtb UGM inh: -1.4; GDH-TPI counter: -2.0; SSB-PriA inh: -11.5; MazEF act: 2.8

Results for Nn1c(SCc2ccc(C(=O)O)cc2)nnc1-c1ccc(Cl)cc1Cl ?
Mtb FBA inh: -0.7; Mtb BioA inh: -1.8; DUSP3 inh: -11.0; Vc quorum ag: inactive; SARS 3CLpro inh: -2.0; Mtb UGM inh: -1.4; GDH-TPI counter: 0.0; SSB-PriA inh: 1.3; MazEF act: -9.4

What do the screens show for `CCOc1cc(CNc2ccc(N3CCN(C(C)=O)CC3)cc2)cc(Br)c1OC`?
Rv3671c inh: -7.0; Mtb FBA inh: -1.8; DUSP3 inh: 37.2; Vc quorum ag: -0.2; SARS 3CLpro inh: -2.2; GDH-TPI counter: -0.7; SSB-PriA inh: 40.7; MazEF act: -6.8

What do the screens show for `COc1ccc(NC(=O)Nc2ccc3c(c2)C(=O)N([C@H](C)CO)C[C@H](C)[C@@H](CN(C)S(=O)(=O)c2cccs2)O3)cc1`?
Rv3671c inh: 7.1; Mtb FBA inh: -0.5; Mtb BioA inh: -1.0&0.7; Vc quorum ag: -1.9; Mtb UGM inh: -2.9; GDH-TPI counter: -5.0; SSB-PriA inh: 11.7; MazEF act: -0.4
